Rab9 prom act – Rab9 promoter activation | Huh7 Rab9 promoter-luciferase reporter, luminescence, 24 h | Potency, µM (doses to about 9.22 µM), for inactives: top-dose activation, negative = inhibition, usual class: activators | actives 2.8% (n = 320,000) | AID 485297; further: potency means the concentration at half of the fitted maximal effect; % of control where 0% means no effect; nearly all actives have a fitted effect of over 60% in size
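Rab9 promoter-driven luciferase in stably transfected Huh7 cells; 1500 cells/well rested 2 h, exposed to compound in DMSO for 24 h at 37 °C, 5% CO2. Luminescence read 10 min after adding luciferase reagent at ambient temperature.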
Gal4-VP16 FLuc – Gal4-VP16 reporter inhibition counter-screen; Drosophila S2 Gal4-VP16 UAS-luciferase, luminescence, 20 h; Potency, µM (highest dose often 53.6 µM), for inactives: at the highest dose activity, negative = inhibition, most hits filed as inhibitors; actives 3.5% (n = 310,000); AID 2546;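 further: Gal4-VP16 expression switched on by copper sulfate through the metallothionein promoter; potency means the concentration at half of the fitted maximal effect; on the % scale 0 is the no-effect control and ±100 the full control effect; nearly all actives have a fitted effect of over 50% in size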
Tb PFK block – inhibitors of T. brucei phosphofructokinase. T. brucei PFK, ADP-Glo luminescence. actives 0.17% (n = 330,000). AID 485367. Potency, µM (series often up to 57.5 µM), for the others: top-dose activity, negative = inhibition, actives largely listed as inhibitors;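 further: potency means the concentration at half of the fitted maximal effect; 0% = uninhibited 1x PFK enzyme wells and -100% = no-enzyme wells; nearly all actives have a fitted effect of over 60% in size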
Target sequence (O15648 whole entry, looked up): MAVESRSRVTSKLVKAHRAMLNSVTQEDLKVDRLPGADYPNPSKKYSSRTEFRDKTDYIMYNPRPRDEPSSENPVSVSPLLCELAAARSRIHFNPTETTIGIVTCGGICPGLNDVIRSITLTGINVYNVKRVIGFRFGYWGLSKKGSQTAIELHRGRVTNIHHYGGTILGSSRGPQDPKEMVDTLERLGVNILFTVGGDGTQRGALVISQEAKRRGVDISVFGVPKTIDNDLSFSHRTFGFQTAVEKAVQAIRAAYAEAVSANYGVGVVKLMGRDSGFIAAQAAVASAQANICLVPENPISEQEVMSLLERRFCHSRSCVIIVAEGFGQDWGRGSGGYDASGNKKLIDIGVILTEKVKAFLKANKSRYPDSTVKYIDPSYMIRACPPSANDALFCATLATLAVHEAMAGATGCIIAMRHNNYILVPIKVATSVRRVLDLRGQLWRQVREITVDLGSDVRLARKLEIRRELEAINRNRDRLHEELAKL
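In TEA buffer at pH 8.0 with 5 mM MgCl2, enzyme (1.25 nM) converted F6P (0.5 mM) and ATP (0.1 mM) for 45 min at room temperature. ADP product was read by luciferase luminescence.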
ELG1 genotox – inducers of genotoxicity in HEK293T ELG1-luciferase cells. HEK293T ELG1-luciferase reporter, luminescence, 16 h. Potency, µM (titrated, usually from 46 µM), without a hit: top-dose activity change, positive = activation, hits mostly activators. actives 1.3% (n = 330,000). AID 504466; further: potency means the concentration at half of the fitted maximal effect; % of control where 0% means no effect; nearly all actives have a fitted effect of over 60% in size
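HEK293T cells expressing luciferase-tagged ELG1 were exposed to compound or DMSO vehicle for 16 hr at 37 °C and 5% CO2. Luciferase activity was then measured with ONE-Glo after 30 min at room temperature.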
FLuc modulator – inhibits or activates purified firefly luciferase, miR-21 counter-screen; AID 588342; Potency, µM (titrated, usually from 57.5 µM), inactives show at the highest dose activity change, negative = inhibition, actives largely listed as inhibitors; purified FLuc, Km substrates, luminescence inhibition; P08659; actives 6.9% (n = 360,000);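 further: potency means the concentration at half of the fitted maximal effect; plate controls were vehicle for no effect and reference inhibitor for full effect; nearly all actives have a fitted effect of over 55% in size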
Target sequence (P08659 whole entry, looked up): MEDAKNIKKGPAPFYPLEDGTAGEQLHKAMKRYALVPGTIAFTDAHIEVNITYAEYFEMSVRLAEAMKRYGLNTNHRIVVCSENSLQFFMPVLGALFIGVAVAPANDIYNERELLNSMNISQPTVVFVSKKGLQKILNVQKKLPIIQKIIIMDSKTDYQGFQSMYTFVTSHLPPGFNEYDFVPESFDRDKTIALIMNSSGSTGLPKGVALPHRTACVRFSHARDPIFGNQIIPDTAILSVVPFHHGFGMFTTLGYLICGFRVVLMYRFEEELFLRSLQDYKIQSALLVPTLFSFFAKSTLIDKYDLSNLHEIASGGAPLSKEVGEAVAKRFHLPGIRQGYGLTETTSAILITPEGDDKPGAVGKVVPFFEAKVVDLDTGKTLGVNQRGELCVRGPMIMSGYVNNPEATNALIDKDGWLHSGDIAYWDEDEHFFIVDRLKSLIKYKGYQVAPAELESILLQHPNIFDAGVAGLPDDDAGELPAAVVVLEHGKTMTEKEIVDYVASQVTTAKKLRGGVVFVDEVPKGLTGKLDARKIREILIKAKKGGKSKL
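Purified P. pyralis luciferase, 10 nM final, with Km-level 10 uM D-luciferin and 10 uM ATP in 50 mM Tris acetate pH 7.5, 10 mM Mg acetate, 0.01% Tween-20, 0.05% BSA; 6-point qHTS titration about 60 µM downward; luminescence read.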
RORgamma inh – blocks mouse ROR gamma transcriptional activity; AID 2551; actives 5.4% (n = 310,000); Drosophila S2 Gal4-RORgamma UAS-luciferase reporter, 20 h; P51450; Potency, µM (series often up to 53.6 µM), for the others: at the top dose activity change, negative = inhibition, most hits filed as inhibitors; further: potency means the concentration at half of the fitted maximal effect; on the % scale 0 is the no-effect control and ±100 the full control effect; nearly all actives have a fitted effect of over 60% in size
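Using a luciferase readout, inhibitors were identified by reduced reporter activity in Drosophila cells coexpressing a copper-inducible Gal4–ROR gamma fusion and UAS-driven Photinus luciferase, incubated 20 hr after 700 uM copper sulfate.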
NPC1 promoter act – activators of NPC1 promoter | Huh7 NPC1 promoter luciferase reporter, 24 h | Potency, µM (series often up to 9.22 µM), for inactives: at the top dose activation, most hits filed as activators | actives 2.4% (n = 320,000);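 further: potency means the concentration at half of the fitted maximal effect; % of control where 0% means no effect; nearly all actives have a fitted effect of over 60% in size; reporter is driven by a mutant NPC1 promoter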
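Huh7 cells stably carrying NPC1 promoter–luciferase, plated in Opti-MEM with 10% FBS for 2 h, were exposed to compound in DMSO for 24 h at 37 °C; luciferase reagent was added for 10 min and luminescence read.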
ELG1 DNA repair – inhibitors of ELG1-dependent DNA repair in HEK293T cells | HEK293T ELG1-luciferase reporter, luminescence, 16 h; DNA damage induced by 5-fluorouridine | Potency, µM (series often up to 46.1 µM), for the others: at the highest dose activity change, negative = inhibition, most hits filed as inhibitors | actives 2.3% (n = 330,000) | AID 504467; further: potency means the concentration at half of the fitted maximal effect; on the % scale 0 is the no-effect control and ±100 the full control effect; nearly all actives have a fitted effect of over 55% in size
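In this reporter screen, reduction of luminescence relative to DMSO vehicle indicated activity. Compounds and 5-fluorouridine were added together to 2,000 cells per well, incubated for 16 hr at 37 °C, then developed with ONE-Glo.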
BRCA1 expr up – activators of BRCA1 expression; MCF7-BRCA1-FFLuc reporter, luminescence, 48 h; response scale: scaled: vehicle 0%, 10 µM genistein 100%; Potency, µM (highest dose often 46.1 µM), without a hit: at the highest dose activation, hits mostly activators; actives 1.1% (n = 380,000); AID 624202; further: potency means the concentration at half of the fitted maximal effect; nearly all actives have a fitted effect of over 80% in size; some results filed as inactive show a strong effect at the top dose
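Cells: MCF7-BRCA1-FFLuc, 2000/well. Exposure: 48 h, 37 °C, 5% CO2. Read: luminescence, 15 min post-substrate. Controls: genistein 10 microM (maximal activation), DMSO (neutral).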
TRPV1 ag – human TRPV1 agonism; Q8NER1; TRPV1-expressing cells, Fluo-8 calcium influx, agonist mode; activation, % at 8.33 µM; actives 0.19% (n = 320,000); AID 540275; in the data active means activation above about 80%; inconclusive means between about 30% and that limit; further: 0% is about no effect
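TRPV1-expressing cells were cultured overnight at 35.5C and loaded with Fluo-8 calcium dye for 40 to 90 min at room temperature. After a 10 s baseline, compound was added and calcium influx was read kinetically for 3 min (ex 480/em 520 nm).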
p53 reactivator – re-activators of mutant p53; H1299 p53-A138V BP100-luciferase reporter, luminescence, 24 h; AID 504706; Potency, µM (doses to about 92.2 µM), without a hit: at the top dose activity change, positive = activation, usual class: activators; actives 0.063% (n = 320,000); further: potency means the concentration at half of the fitted maximal effect; % of control where 0% means no effect; nearly all actives have a fitted effect of over 45% in size
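H1299 (p53-null), stable ts p53-A138V + BP100-Luc; 1000 cells/well, Opti-MEM/10% FBS; cpd 4 pt, 1:5; 24 h, 37 deg C, 5% CO2; detection reagent 10 min RT; luminescence.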
* = called active by the depositor; u = inconclusive; x = not tested or not shown; & = joins results of further samples; [ ] = another dose, or the depositor's remark. Unless noted, the call rests on the fitted dose curve; in most records, active means well fitted curve in the direction sought with a large enough effect; inconclusive means small, poorly fitted or top-dose-only effect, or another doubt; inactive means no such curve, though single readings can be large; an effect the other way counts as inactive or inconclusive.

SMILES | Rab9 prom act | Gal4-VP16 FLuc | Tb PFK block | ELG1 genotox | FLuc modulator | RORgamma inh | NPC1 promoter act | ELG1 DNA repair | BRCA1 expr up | TRPV1 ag | p53 reactivator
O=C(CN1C(=O)C(c2ccccc2)Oc2cccnc21)NCc1ccccc1F (centres undefined) | 5% | -6% | 6% | 0%[9.26 µM] | -1% | 13% | -7% | 0% | 7% | 11 | -7%
CC(C)c1ccc(CNNC(=O)c2ccccc2)cc1 | u | u | -1% | 13%[9.26 µM] | u | -29% | u | u | 108% | 83* | u
CN(CC(=O)Nc1ccc(Cl)cc1)CC(=O)Nc1ccc(C(N)=O)cc1 | -3% | 7% | 0% | -3% | -3% | u | -2% | -16% | -11% | 1 | -5%
COc1ccc(S(=O)(=O)N2CCC3(CC2)OCCN3S(=O)(=O)c2ccccc2)cc1OC | -1% | x | -4% | 17% | 11% | x | -2% | u | -6% | 1 | -3%
O=C(N/N=C1\CCCc2ccccc21)c1cccc([N+](=O)[O-])c1 | -2% | 4% | 1% | 19% | -12% | u | 1% | 7% | u | 19 | 4%
Cn1c(=O)c2c(nc(NCCc3ccccc3)n2Cc2ccc(F)cc2)n(C)c1=O | -20% | 22µM* | 1% | -18% | 4% | u | -9% | 12µM* | -54% | 6 | -10%
CCn1c(CSc2nc3ccccc3[nH]2)nc2cc(C(=O)O)ccc21 | 2% | -15% | 3% | -2% | u | 4% | 0% | -3% | -67% | 1 | -1%
Cc1ccc(C(=O)NNC(=O)c2ccc(SCC3CCCO3)c([N+](=O)[O-])c2)cc1 (centres undefined) | 0% | -5% | -2% | -3% | -3% | 8% | -4% | -21% | 3% | -1 | -22%
CCN1CCN(CC(=O)Nc2cccc(C)c2C)C(=O)C1=O | -2% | 3% | 1% | -3% | 3% | 2% | 0% | 6% | 0% | 1 | 2%
C/C(CC(=O)Nc1ccccn1)=N\NC(=O)c1ccccc1 | -2% | 23% | 10% | 4% | 4% | -31% | 1% | u | x | 0 | u
COC(=O)NCCc1cc(OC)c(OC)cc1S(=O)(=O)N1CC(=O)Nc2ccccc21 | -1% | 2% | 0% | 1% | 0% | 7% | 1% | 0% | -11% | 2 | 11%
CCOC(=O)N1CCN(C(=O)C2CCCN(c3ncnc4c3nc3n4CCCCC3)C2)CC1 (centres undefined) | -2% | -13% | 1% | -7% | -2% | 4% | 2% | u | -19% | -2 | -4%
COc1cc(S(=O)(=O)Nc2ccccc2)ccc1NC=O | 0% | 3% | 0% | -1% | 1% | -2% | -1% | -1% | -18% | 0 | -4%
CCC(=O)NC(=S)Nc1ccc(NC(=O)c2ccccc2[N+](=O)[O-])cc1 | 9% | 0% | -2% | 5% | 2% | 5% | 1% | 3% | -4% | 3 | -3%
O=C(CNC(=O)c1ccc2c(c1)OCO2)Nc1cccc(Br)c1 | -2% | x | 0% | 1% | 1% | x | -2% | 0% | -29% | 6 | 7%
CCOC(=O)c1cccc(N2C(=O)Nc3ccccc3N2O)c1 | -3% | -2% | -1% | 0% | u | -4% | 1% | 15% | 20% | -1 | 0%
CS(=O)(=O)c1ncc(Cl)c(C(=O)Nc2ccc3ccccc3c2)n1 | -56%[inhibitor] | 4.5µM* | -23% | -28% | x | 2.8µM* | -42%[inhibitor] | u | -32% | -3 | -12%
O=C(Oc1ccnc2cc(Cl)ccc12)N1CCCCCC1 | -1% | 13µM* | -2% | -9% | -10% | 4% | -4% | u | -83% | -2 | -5%
Cc1cccc(N2CCN(C(=S)c3ccc([N+](=O)[O-])cc3)CC2)c1 | -1% | 0% | u | -3% | -15% | -4% | -4% | -8% | -30% | -4 | 14%
Cc1nnc(NC(=O)C(C)Sc2nnc(-c3ccco3)n2C(C)C)s1 (centres undefined) | -9% | 10% | 5% | -3% | -1% | -10% | 0% | 4% | 0% | -1 | 1%
COc1ccc2[nH]c3c(=O)n(Cc4ccc(C(=O)N5CCC(C(N)=O)CC5)cc4)c(=S)[nH]c3c2c1 | 6% | -8% | 0% | 0% | 21µM* | 0% | 1% | 8.2µM* | -2% | -5 | 7%
Cc1ccc(C)c2[nH]c(=O)c(CCNC(=O)Cc3cccs3)cc12 | -5% | -12% | -1% | 0% | -2% | 2% | -8% | 0% | 21% | 6 | 2%
COc1ccc([C@H]2CC(=O)C=C(c3ccc(C)cc3)C2)cc1 | -4% | x | -1% | 6% | -14% | x | 1% | u | 61% | u | 25%
Cc1ccc(-c2csc(NC(=O)CCNC(=O)c3ccco3)n2)cc1 | 24% | -14% | -3% | 2% | -14% | u | 19% | u | 9% | 1 | 0%
COC(=O)c1ccc(NC(=S)N2CCN(C)CC2)cc1 | -1% | -2% | 2% | 12% | 3% | 6% | -6% | 5% | 2% | 0 | -2%
Oc1cccc2c(-c3nn[nH]n3)ccnc12 | 1%&1% | x | -6%&-6% | 4% | -2%&-1% | x | -4%&5% | 2% | 11% | 2 | 1%
COC(=O)c1cc(NC(=O)C2(S(=O)(=O)c3ccc(C)cc3)CC2)cc(C(=O)OC)c1 | 0% | 0% | 1% | -2% | 0% | 18% | -4% | u | -19% | 0 | -2%
Cc1ccc(CNC(=O)CN(c2ccc(C)cc2)S(=O)(=O)c2c(C)nn(C)c2C)cc1 | -1% | 16% | 1% | -1% | 1%&-3% | -23% | 3% | 1% | -4%&-21% | -1 | -4%
Cn1cccc1C(=O)OCC(=O)N1CCc2ccccc21 | x | x | 2% | u | x | x | x | u | 10µM* | x | u
Cc1cc(C(=O)N2CCN(C(c3ccccc3)c3ccccc3)CC2)no1 | 1% | -9% | 0% | -7% | 11% | 25% | 1% | -15% | -27% | 27 | -3%
CCCn1c(CCl)nc2cc(S(=O)(=O)N3CCOCC3)ccc21 | x | x | -3% | -4% | x | x | x | u | -4% | x | -4%
O=C(CC(C(=O)O)c1cccc(Cl)c1)c1ccccc1 (centres undefined) | -11% | 1% | -5% | -1% | 2% | 13% | 0% | 1% | 13% | 4 | -2%
Cc1ccc(SCC(=O)N2c3ccccc3Sc3ccccc32)cc1 | -5% | -15% | -1% | -10% | -6% | 28% | 10% | -3% | -24% | 12 | -5%
CCCC1CC(C)(C(=O)Cn2[nH]c(=O)ccc2=O)OC1=O (centres undefined) | 0% | 5% | 2% | 1% | 0% | -27% | -1% | 18% | -9% | 1 | 3%
Cc1ccc(NCCC(=O)c2cccs2)cc1C | u | -6% | 11% | u | 3.4µM* | u | 9% | u | -20% | u | 7%
COc1cccc(C2C3=C(CCCC3=O)Nc3nc(-c4cc(OC)c(OC)c(OC)c4)nn32)c1 (centres undefined) | 10% | -8% | 1% | 15% | 4% | 15% | 0% | -1% | -46% | 6 | -7%
O=C(CCc1ccccc1)NCCC1=CCCCC1 | 3% | 29% | u | 13% | u | 32% | 2% | u | 11µM* | 30 | u
COc1ccc(C(=O)C2CCCN(Cc3ccc4nonc4c3)C2)cc1F (centres undefined) | -4% | 9% | 0% | -5% | 0% | 1% | -7% | -14% | 0% | 21 | -1%
Cc1ccc2occ(/C=C/C(=O)O)c(=O)c2c1 | 12% | 2% | -2% | 0% | u | 13% | 17% | 6% | 0% | -1 | 7%
Cc1ccc(NC(=O)C2Cc3ccccc3O/C2=N\O)cc1C (centres undefined) | u | 3% | -3% | u | -12% | -13% | 28% | u | u | 4 | 16%
CC(=O)NS(=O)(=O)c1cccnc1Nc1cccc(Cl)c1C | -1% | 7% | 4% | -2% | -15% | 4% | -1% | u | 7% | 2 | 21%
COc1ccc(C(=O)COC(=O)c2nc3nccc(C)n3n2)cc1F | 2% | x | 1% | 0% | 1% | x | -1% | 17% | 1% | 0 | 2%
COc1cccc(NC(C)C(=O)N2CC(C)OC(C)C2)c1 (centres undefined) | 1% | -7% | 0% | -1% | -1% | -3% | -1% | 4% | -5% | -1 | -16%
COc1ccc(N/C=C(\C2OC(=O)c3ccccc32)[N+](=O)[O-])cc1 (centres undefined) | 2% | 25% | u | u | -2% | -31% | 0% | 2% | -10% | 8 | 17%

A few values from the list.
Under p53 reactivator, `CN(CC(=O)Nc1ccc(Cl)cc1)CC(=O)Nc1ccc(C(N)=O)cc1` is listed with -5%
Under NPC1 promoter act, `COc1ccc2[nH]c3c(=O)n(Cc4ccc(C(=O)N5CCC(C(N)=O)CC5)cc4)c(=S)[nH]c3c2c1` is listed with 1%

High-throughput results (PubChem BioAssay)
